# Source: PubChem BioAssay
# UPR XBP1 act: activators of adaptive XBP1 UPR arm, primary screen, cell-based, CHO-XBP1 luciferase reporter, luminescence, uHTS; 0.33% of 330,000 active; AID 463104, 2010; activation, % at 20 µM; IRE1-XBP1 UPR activation; percent of tunicamycin response, DMSO as zero;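 active = versus positive control, 20 µM dose yields 30% or more activation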;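 also: 100% = tunicamycin at 10 µg/mL and 0% = DMSO only wells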
#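 Assay system: CHO-XBP1 luciferase reporter cells; Schedule: 6 h treatment, 37 °C; Detection: glow luminescence from Steady-Glo reagent; Benchmarks: high control tunicamycin 10 µg/mL final, low control DMSO vehicle only.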
# APJ antagonist: antagonists of human apelin receptor APJ, primary screen, CHO-K1 cells, beta-arrestin complementation, luminescence; P35414; inhibition, % at 20 µM; 0.32% of 330,000 active; AID 2521, 2010;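 active = inhibition above about 40% at 20 µM, limit read from the data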;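 also: cells challenged with 10 nM apelin-13 agonist together with compound; plate controls were apelin-13 plus DMSO wells for no effect and DMSO wells lacking apelin-13 for full effect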
# Target sequence (P35414 whole entry, looked up): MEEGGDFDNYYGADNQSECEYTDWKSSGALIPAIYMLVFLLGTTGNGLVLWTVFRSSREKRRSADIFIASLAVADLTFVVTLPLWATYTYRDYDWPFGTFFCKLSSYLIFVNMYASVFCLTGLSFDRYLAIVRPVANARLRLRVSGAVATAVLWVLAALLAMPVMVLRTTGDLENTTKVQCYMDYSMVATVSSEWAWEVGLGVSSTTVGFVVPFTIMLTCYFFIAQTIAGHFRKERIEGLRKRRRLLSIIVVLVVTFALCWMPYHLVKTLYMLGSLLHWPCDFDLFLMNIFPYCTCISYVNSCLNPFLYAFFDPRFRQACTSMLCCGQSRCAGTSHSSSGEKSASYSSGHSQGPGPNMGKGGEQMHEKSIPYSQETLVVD
# Mdm2-MdmX inh: inhibitors of human Mdm2-MdmX association, primary screen, cell-based, luminescence, split luciferase, SaOS-2, uHTS; 3% of 330,000 active; inhibition, % at 8 µM; Protein Mdm4 (Homo sapiens) + E3 ubiquitin-protein ligase Mdm2 (Homo sapiens), …; SaOS-2 split-luciferase Mdm2/MdmX complementation;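 active = inhibition of at least 50% at 8 µM in the primary screen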
# APJ ag: agonists of human apelin receptor APJ, primary screen, CHO-K1 cells, PathHunter beta-arrestin, luminescence | P35414 | AID 2520, 2010 | activation, % at 20 µM | 0% DMSO wells, 100% apelin | 0.11% of 330,000 active;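 active = activation more than six SD over the plate average, tested at 20 µM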;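 also: 0% = DMSO alone and 100% = apelin-13 at 10 nM; some results filed as inactive read as strong as hits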
#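 assay system = CHO-K1 APJ beta-arrestin complementation cell line | input = cell density 1000 per well | dosing = compound 20 µM once, DMSO 1% | timing = compound 90 min 25 °C, reagent 1 h | measured by = luminescence from split beta-galactosidase complementation, Galacton Star/Emerald II substrate | read-out basis = APJ agonist activity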
# tim23-1 inh: growth inhibitors of tim23-1 mutant yeast, primary screen, luminescence, uHTS; S. cerevisiae tim23-1 growth, BacTiter-Glo luminescence, 24 h; inhibition, % at 20 µM; 1.3% of 330,000 active;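 active = growth inhibition of the mutant yeast at or above 50%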;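 also: temperature-sensitive mutant grown at 25 °C; plate controls were DMSO-treated mutant yeast for no effect and medium wells lacking yeast for full effect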
# Jurkat NFkB inh: inhibitors of induced NF-kB luciferase reporter, primary screen, TCR NF-kB activation inhibitor project, cell-based, luminescence, uHTS | AID 435003, 2010 | 0.53% of 330,000 active | Jurkat, PMA/ionomycin-induced NF-kB luciferase reporter | inhibition, % at 4 µM; in the data active = inhibition above about 50%
# 697 NFkB inh: inhibitors of PMA/ionomycin-induced NF-kB reporter, 697 cells, primary screen, B-cell NF-kB inhibitor project, cell-based, luminescence, uHTS; 697 B-cell NF-kB luciferase reporter, 16 h; inhibition, % at 4 µM; 0.33% of 330,000 active; in the data active = inhibition above about 35%
# CHOP UPR activ: activators of apoptotic CHOP UPR arm, primary screen, cell-based, CHO-CHOP luciferase reporter, luminescence, uHTS; UPR activation; percent of tunicamycin response over DMSO baseline; activation, % at 10 µM; 0.34% of 330,000 active; AID 449763, 2010;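 active = at 10 µM dose, activation of 40% or more, normalized to positive control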;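 also: 100% = tunicamycin at 10 µg/mL and 0% = DMSO alone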
#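 Evaluation: % reporter activation, DMSO baseline versus tunicamycin full activation; System: CHO-CHOP luciferase reporter cell line; Input: 500 cells/well; Incubation: 6 h compound treatment, 37 °C; Measured by: Steady-Glo luciferase luminescence; Dosing: one dose, 10 µM in 0.5% DMSO; Buffer or medium: F12 medium, 10% FBS; Benchmarks: positive tunicamycin 10 µg/mL, negative DMSO alone.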
# The depositor's hits bear a star.
SMILES,UPR XBP1 act,APJ antagonist,Mdm2-MdmX inh,APJ ag,tim23-1 inh,Jurkat NFkB inh,697 NFkB inh,CHOP UPR activ
C#CCOC(=O)Nc1cnccc1C(F)(F)F,-1,5,-8,2,-2,-17,-25,-1.5
Cc1ccc(NS(=O)(=O)c2ccc(-n3cccn3)cc2)nc1,-1,8,26,0,7,-6,-13,0.6
CC(=O)c1cccc(N(CC(=O)NC2CCCCC2)C(=O)Cn2nnc(-c3ccccc3)n2)c1,-3,8,-11,-2,-3,10,-2,1.6
CCOc1ccc(N(C)S(=O)(=O)c2ccc3[nH]cc(C(=O)NCCOC)c(=O)c3c2)cc1,0,-29,20,5,19,2,-28,-1.8
Cc1ccc(N/C=C/C(=O)C(C)(C)C)c(O)c1,2,-26,3,0,8,10,14,3.1
CCN(CC)c1ccc(NC2CC(=O)N(CCc3ccc(OC)cc3)C2=O)cc1 (stereo not drawn),2,-32,22,3,7,27,13,2.2
COc1ccc([C@@H]2C=C(C(=O)O)O[C@H](OCCCCO)C2)cc1,-3,-29,12,-4,7,15,16,-0.1
COc1ccc(C2CC(c3ccc(Cl)c(Cl)c3)Nc3nc(N)nn32)cc1 (stereo not drawn),4,19,-6,-5,5,0,13,3.5
CC(C)=CC(=O)OCC(=O)Nc1cc([N+](=O)[O-])ccc1F,-1,17,12,-2,1,12,17,-0.3
NS(=O)(=O)c1cccc(NC(=O)c2cccc(N3C(=O)c4ccccc4C3=O)c2)c1,0,8,-6,4,-3,-5,-6,-1.0

# Two entries drawn at random from the list so far:
SMILES,UPR XBP1 act,APJ antagonist,Mdm2-MdmX inh,APJ ag,tim23-1 inh,Jurkat NFkB inh,697 NFkB inh,CHOP UPR activ
CCN(CC)c1ccc(NC2CC(=O)N(CCc3ccc(OC)cc3)C2=O)cc1 (stereo not drawn),2,-32,22,3,7,27,13,2.2
CC(=O)c1cccc(N(CC(=O)NC2CCCCC2)C(=O)Cn2nnc(-c3ccccc3)n2)c1,-3,8,-11,-2,-3,10,-2,1.6

# The main list resumes, starting 3 compounds before the break.
SMILES,UPR XBP1 act,APJ antagonist,Mdm2-MdmX inh,APJ ag,tim23-1 inh,Jurkat NFkB inh,697 NFkB inh,CHOP UPR activ
COc1ccc(C2CC(c3ccc(Cl)c(Cl)c3)Nc3nc(N)nn32)cc1 (stereo not drawn),4,19,-6,-5,5,0,13,3.5
CC(C)=CC(=O)OCC(=O)Nc1cc([N+](=O)[O-])ccc1F,-1,17,12,-2,1,12,17,-0.3
NS(=O)(=O)c1cccc(NC(=O)c2cccc(N3C(=O)c4ccccc4C3=O)c2)c1,0,8,-6,4,-3,-5,-6,-1.0
Cc1cccc(C)c1-n1nnnc1SCC(=O)N1CCNC1=O,0,-6,19,-7,1,1,29,0.6
O=C(N/N=C/c1ccccc1)c1ccc(OCc2ccccc2)cc1,1,-12,-6,-3,5,-1,10,0.1
O=C(CN1CCN(Cc2ccccc2)CC1)N1CCCc2ccccc21,2,16,-10,-5,14,8,18,2.4
CC(C)(C)NC(=O)CN1CCCN(C(=O)c2cccc(S(=O)(=O)N3CCc4ccccc43)c2)CC1,-5,-7,2,-3,7,-9,4,-1.0
O=C1ON=C(c2ccc(Cl)c([N+](=O)[O-])c2)/C1=C/c1cccc([N+](=O)[O-])c1O,-3,17,-17,-4,7,-3,-9,-1.1
O=C(N/N=C/c1ccncc1)c1cc([N+](=O)[O-])cc([N+](=O)[O-])c1O,2,-4,24,-2,4,3,18,-4.8
O=C(C1CCN(S(=O)(=O)N2CCCC2)CC1)N1CCCCC1,-3,5,0,-3,11,-1,-12,-3.0
Cn1cc(S(=O)(=O)N2CCCC2)cc1C(=O)NCc1ccc(F)cc1,-1,11,-6,-2,2,-9,-4,-2.2
Cn1cnnc1SCC(=O)Nc1ccc(OC(F)F)cc1,-1,-11,4,-1,6,0,-2,1.2
COc1cccc(CNS(=O)(=O)c2ccc3c(c2)NC(=O)CS3)c1,-1,-8,13,2,-5,3,2,2.6

# The final four compounds of the part before are carried over, then new ones follow.
SMILES,UPR XBP1 act,APJ antagonist,Mdm2-MdmX inh,APJ ag,tim23-1 inh,Jurkat NFkB inh,697 NFkB inh,CHOP UPR activ
O=C(C1CCN(S(=O)(=O)N2CCCC2)CC1)N1CCCCC1,-3,5,0,-3,11,-1,-12,-3.0
Cn1cc(S(=O)(=O)N2CCCC2)cc1C(=O)NCc1ccc(F)cc1,-1,11,-6,-2,2,-9,-4,-2.2
Cn1cnnc1SCC(=O)Nc1ccc(OC(F)F)cc1,-1,-11,4,-1,6,0,-2,1.2
COc1cccc(CNS(=O)(=O)c2ccc3c(c2)NC(=O)CS3)c1,-1,-8,13,2,-5,3,2,2.6
COc1ccccc1N(C)S(=O)(=O)c1ccc(C)c(C(=O)NC(C)c2ccccn2)c1 (stereo not drawn),0,14,-15,-2,20,6,-19,0.9
Cc1cccc(-n2cnc(C(=O)NNC(=S)Nc3ccccc3)c2)n1,-6,-3,9,-2,0,-7,0,-0.5
CCOC(=O)c1c(C)nc2sc(C(=O)Nc3ccccc3)c(N)c2c1-c1ccc(OC)cc1,4,41*,59*,-7,9,-31,-74,8.0
O=S(=O)(c1ccccc1S(=O)(=O)N1CCCCC1)N1CCCCC1,1,2,-17,-5,21,-5,8,0.7
COc1ccc(CCNC(=O)c2ccc(NS(=O)(=O)c3c(C)noc3C)cc2)cc1OC,-2,7,-4,2,47,4,3,-2.7
C[C@@H]1CC=C[C@H]2[C@H]1C(=O)N(Cc1ccccc1)[C@H]2c1ccoc1,0,9,5,7,5,1,-21,1.5
Cn1c(=O)[nH]c(=O)c2c1nc(Br)n2CCCCSc1nc2ccccc2o1,0,10,21,7,33,5,-3,0.0
O=C(CNC(=O)c1ccc(Cl)cc1)OCC(=O)N1CCCC1,-2,-1,-4,-1,4,-11,-9,-0.8
CC(=O)NN1C(=O)c2ccccc2NC1c1ccccc1 (stereo not drawn),-1,-6,5,1,-1,-10,1,2.6
Cc1ccc(N/C(CSC(N)=O)=N\S(=O)(=O)c2ccc(C)cc2)cc1,0,7,5,-1,5,-18,6,0.7
CC(=O)N/C(=C\c1cccc([N+](=O)[O-])c1)C(=O)NC(C)C,-1,7,-45,-2,2,7,-12,-1.2
CC(=O)NN1C(=O)c2ccccc2NC1c1ccc(N(C)C)cc1 (stereo not drawn),6,33,-44,-3,16,-64,-63,3.8
CCOC(=O)CC1(CC(=O)OCC)NC(=O)c2c(C)sc(C(=O)OCC)c2N1,4,7,4,-2,16,-7,-9,-2.0
C/C(=N/NC(=O)CNC(=O)c1ccccc1F)c1ccc2c(c1)CCCC2,-3,5,35,-2,6,1,11,1.5
Clc1ccc(-c2noc(CN3CCN(c4ccccc4)CC3)n2)cc1,-3,6,-9,-5,20,-7,1,-1.5
CNc1nc(-c2ccc3c(c2)CCN3S(=O)(=O)c2ccccc2)c(C)s1,-3,-12,3,-3,6,9,-3,0.8
COc1c(S(=O)(=O)NCCN2CCOCC2)ccc(Cl)c1Cl,-5,6,9,-1,-39,-21,10,2.4
CCC(C)NC(=O)CN1C(=O)NC2(CCc3ccccc3C2)C1=O (stereo not drawn),2,25,8,1,-5,6,-4,-0.1
CN1CCc2c(sc(/N=C/c3c[nH]c4ccccc34)c2C(N)=O)C1,1,19,-9,-1,3,-17,1,1.1
COC(=O)CCC(=O)NNC(=O)CCCOc1ccc(Cl)cc1Cl,-2,20,-11,-2,9,2,17,1.9
O=C1CN(C(=O)c2ccc3nc(Cc4cccc(Cl)c4)oc3c2)CCN1,-4,-7,-4,0,5,1,1,0.3
O=C(CCc1nc2cccnc2n1Cc1ccccc1)N1CCOCC1,6,-2,-20,3,16,-26,-29,-0.2
CCNC(=S)Nc1ccc(OCc2nc3ccccc3s2)cc1,-2,16,-100,-5,30,-89,-120,5.9
Cc1ccc(NC(=O)COc2ccc(C(=O)NCCc3ccccc3)cc2)cc1,2,-12,32,-5,-6,10,21,-0.4
Cn1c(SCC(=O)Nc2ccc(N3CCOCC3)cc2)nnc1-c1ccco1,-5,0,-8,-1,-4,-9,11,2.2
CC1CCC2(CC1)SCC(=O)N2c1ccc(F)cc1 (stereo not drawn),-3,0,11,-1,7,0,14,-1.4
O=c1c2ccccc2[nH]c(=S)n1Cc1ccc2c(c1)OCO2,5,3,17,-4,6,-14,5,2.4
Cc1nccn1CC(O)COC1CCCCC1 (stereo not drawn),-1,16,4,-2,-9,7,12,-0.9
O=C(COc1ccc2c(-c3ccccc3)cc(=O)oc2c1)NCCN1CCOCC1,-3,18,-11,8,5,-3,-25,1.9
